# AmpC inh no detg – blocks E. coli AmpC beta-lactamase in detergent-free assay | P00811 | AmpC nitrocefin hydrolysis, absorbance 480 nm, 0.0001% Triton | Potency, µM (series often up to 57.1 µM), inactives show at the top dose activity change, negative = inhibition, hits mostly inhibitors | actives 0.52% (n = 330,000) | AID 485341;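 note: potency is the fitted concentration of half-maximal effect; plate controls were no compound for no effect and no enzyme for full effect; nearly all actives have a fitted effect of over 20% in size; some results filed as inactive show a strong effect at the top dose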
# Target sequence (P00811 whole entry, looked up): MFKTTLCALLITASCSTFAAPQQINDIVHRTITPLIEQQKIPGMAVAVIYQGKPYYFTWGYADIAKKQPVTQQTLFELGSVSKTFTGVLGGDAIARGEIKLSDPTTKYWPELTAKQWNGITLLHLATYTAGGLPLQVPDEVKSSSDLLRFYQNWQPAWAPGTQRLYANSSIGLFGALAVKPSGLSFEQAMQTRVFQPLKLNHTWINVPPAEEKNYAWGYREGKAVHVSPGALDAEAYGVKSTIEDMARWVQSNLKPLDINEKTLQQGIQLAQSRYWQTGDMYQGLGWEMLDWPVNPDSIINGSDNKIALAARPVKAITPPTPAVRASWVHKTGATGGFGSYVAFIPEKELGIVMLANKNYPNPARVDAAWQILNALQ
#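 AmpC (5.3 nM in the dispensed reagent) in 20 mM phosphate pH 7.0 with 0.01% (detergent screen) or 0.0001% Triton X-100 was preincubated with compounds for 15 min at room temperature. Nitrocefin was then added from an 800 uM solution, and hydrolysis was followed at 480 nm.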
# LmPK inhibitor – inhibitors of Leishmania mexicana pyruvate kinase | Q27686 | purified LmPK, Kinase-Glo ATP luminescence, 1 h | Potency, µM (doses to about 57.5 µM), inactives show at the top dose activity change, negative = inhibition, actives largely listed as inhibitors | actives 0.37% (n = 290,000); note: potency is the fitted concentration of half-maximal effect
# Target sequence (Q27686 whole entry, looked up): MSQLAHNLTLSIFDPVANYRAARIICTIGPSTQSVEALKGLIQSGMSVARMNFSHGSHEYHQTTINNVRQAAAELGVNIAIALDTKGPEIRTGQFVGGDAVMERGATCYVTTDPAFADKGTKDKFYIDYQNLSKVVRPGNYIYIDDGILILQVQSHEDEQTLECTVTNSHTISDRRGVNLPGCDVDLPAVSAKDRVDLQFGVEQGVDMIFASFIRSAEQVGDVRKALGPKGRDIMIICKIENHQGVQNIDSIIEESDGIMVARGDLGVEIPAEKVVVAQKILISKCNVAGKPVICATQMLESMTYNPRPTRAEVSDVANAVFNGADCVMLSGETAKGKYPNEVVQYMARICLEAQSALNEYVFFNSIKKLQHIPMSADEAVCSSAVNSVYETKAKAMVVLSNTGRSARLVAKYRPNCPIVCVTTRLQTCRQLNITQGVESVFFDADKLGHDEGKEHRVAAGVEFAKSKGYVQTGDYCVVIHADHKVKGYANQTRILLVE
#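 0.1 nM LmPK, 0.5 mM PEP, 0.1 mM ADP; 50 mM imidazole pH 7.2, 7 mM MgCl2, 50 mM KCl; 1 h RT. Kinase-Glo luminescence readout, normalized to no-enzyme (full inhibition) and uninhibited wells.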
# HCMV inh – inhibitors of human cytomegalovirus. HFF cells, HCMV-luciferase reporter, 72 h; hits give low values. activity change, negative = inhibition, % at 57.5 µM. actives 4.5% (n = 410,000); in the data active = activity change below about -60%; inconclusive = no clear call, values can overlap the other calls; inactive = above about -39%
#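 Inhibition of viral replication was scored as loss of reporter luminescence in HFFs infected with HCMV-luciferase (MOI 1 PFU/cell) for 72 h; compounds tested at 2 doses, normalized to buffer and Salinomycin controls.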
# AmpC inh detg – inhibitors of E. coli AmpC beta-lactamase with detergent. Potency, µM (series often up to 114 µM), for inactives: at the highest dose activity change, negative = inhibition, hits mostly inhibitors. AmpC hydrolysis of nitrocefin, absorbance 480 nm, 0.01% Triton. AID 485294. P00811. actives 0.041% (n = 370,000);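 note: potency is the fitted concentration of half-maximal effect; 0% = no-compound wells and -100% = no-enzyme wells; nearly all actives have a fitted effect of over 25% in size; some results filed as inactive show a strong effect at the top dose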
#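 AmpC (5.3 nM in the dispensed reagent) in 20 mM phosphate pH 7.0 with 0.01% (detergent screen) or 0.0001% Triton X-100 was preincubated with compounds for 15 min at room temperature. Nitrocefin was then added from an 800 uM solution, and hydrolysis was followed at 480 nm.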
# Sm TGR block – inhibitors of Schistosoma mansoni thioredoxin glutathione reductase | purified TGR, DTNB reduction, TNB absorbance 405 nm | Potency, µM (doses to about 114 µM), for inactives: at the highest dose activity change, negative = inhibition, actives largely listed as inhibitors | actives 3% (n = 360,000) | AID 485364; note: potency is the fitted concentration of half-maximal effect; nearly all actives have a fitted effect of over 60% in size
#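 TGR 20 nM + NADPH 100 uM (dispensed conc.), cpd preinc 15 min RT; start with NADPH (500 uM addition) then DTNB (15 mM addition). Kinetic TNB absorbance, 405 nm filter. Four-parameter Hill fit across titration.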
# TbPYK inhibitor – blocks Trypanosoma brucei pyruvate kinase | AID 624173 | actives 0.12% (n = 410,000) | Q57TT1 | Potency, µM (titrated, usually from 76.8 µM), without a hit: at the top dose activity, negative = inhibition, most hits filed as inhibitors | TbPYK enzyme, Kinase-Glo Plus ATP luminescence, 45 min; note: potency is the fitted concentration of half-maximal effect; nearly all actives have a fitted effect of over 50% in size
#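 Luminescence from Kinase-Glo Plus, added after a 45-minute room-temperature reaction, served as the end-point read-out. The enzyme and substrate were preincubated with compound before ADP (130 uM final) initiated turnover. Concentration-effect curves came from normalized qHTS data.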
# AMA1 RON2 block – AMA1-RON2 (P. falciparum) interaction inhibition; actives 0.2% (n = 360,000); Potency, µM (series often up to 58.2 µM), for the others: at the highest dose activity change, negative = inhibition, actives largely listed as inhibitors; AID 720542; AlphaScreen AMA1-biotinylated RON2 peptide binding;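 note: potency is the fitted concentration of half-maximal effect; 0% = vehicle wells and -100% = peptide control; nearly all actives have a fitted effect of over 45% in size; some results filed as inactive show a strong effect at the top dose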
#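 AMA1 (3D7) with his tag at 25 nM final met compounds first, then biotinylated RON2 peptide at 25 nM; detection used donor plus acceptor beads, 10 µg/mL apiece, read by AlphaScreen after 30 min at room temperature.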
# Starred values were filed as active, the others as inactive; ? = inconclusive; . = no result given; [ ] = dose if it differs, or a comment. Unless noted, calls come from the whole dose curve; as a rule, active = well fitted curve in the direction sought with a large enough effect; inconclusive = small, poorly fitted or top-dose-only effect, or another doubt; inactive = no such curve, though single readings can be large; an effect the other way counts as inactive or inconclusive. Unless noted, % is set by controls: 0 for no effect and ±100 for the full control effect.
SMILES,AmpC inh no detg,LmPK inhibitor,HCMV inh,AmpC inh detg,Sm TGR block,TbPYK inhibitor,AMA1 RON2 block
O=C(c1ccco1)N1CCN(C2CC(=O)N(c3ccc(F)c(Cl)c3)C2=O)CC1 (stereo not drawn),-1%,0%,-3,-10%,20µM*,-13%,-3%
CCOC(=O)c1cc(-c2ccc(C)o2)nn1CCC#N,-3%,2%,44,-13%,18µM*,-9%,1%
CCOc1ccc(Br)cc1-c1noc(-c2cccs2)n1,-15%,-4%,-14,5%,6%,-2%,9%
Cc1[nH]c2ccccc2c1CCN(Cc1cccnc1)C(=S)Nc1ccc(F)cc1,-19%,9%[11.5 µM],-24,2%,-7%,0%,-8%
CCC1(CC)C(=O)C(C)(C)C(=O)OC1c1ccccn1 (stereo not drawn),-13%,-8%,-1,-12%,-16%,-3%,10%
O=C(Nc1cccc([N+](=O)[O-])c1)C1C2CC/C=C\CCC21 (stereo not drawn),-58%,3%,?,5%,-1%,2%,-15%
O=c1c2ccccc2nc(/C=C/c2ccccc2)n1CCc1ccccc1,-30%,5%,-10,-5%,3%,4%,-16%
CCOc1ccc(CN(C)C(=O)c2cc3ccccc3o2)cc1OC,9%,2%,69,-7%,3%,-10%,-7%
CCOC(=O)c1c(CSc2ccccc2)n(C)c2cc(Br)c(OC)c(O)c12,-17%,2%,-12,0%,7%,-6%,-2%
COc1c(C(=O)Nc2ccc(Cc3ccncc3)cc2)ccc2ccccc12,18%,0%,-33,?,-12%,3%,1%
O=C(CCn1nnnc1CN1CCOCC1)N1CCC(c2ccccc2F)C1 (stereo not drawn),-3%,-1%,7,2%,25µM*,0%,10%
Cc1cc([N+](=O)[O-])nn1CC(=O)N1c2ccccc2CC1C (stereo not drawn),-30%,1%,43,-11%,-5%,0%,34%[activator]
O=C(CSc1nc2c([nH]c3ccccc32)c(=O)n1-c1cccc(Cl)c1)NCC1CCCO1 (stereo not drawn),.,.,11,6%,4%,6%,.
O=C(O)CC(NC(=O)C12CC3CC(CC(C3)C1)C2)c1cc([N+](=O)[O-])ccc1Cl (stereo not drawn),4%,-1%,9,-1%,-6%,-1%,13%
CSc1ccc(NC(=O)N2CC=C(n3c(=O)[nH]c4ccccc43)CC2)cc1,20%,1%,-15,-10%,0%,3%,4%
COCc1c(C(=O)N/N=C/c2cccc3ccccc23)nnn1-c1nonc1N,-35%,6%,-4,3%,-5%,-1%,-1%
Cc1ccc(N2C(=O)/C(=C\c3ccc(C(C)C)cc3)N=C2SC2CCOC2=O)cc1 (stereo not drawn),-29%,-2%,-38,-2%,0%,3%,-2%
Nc1ccc(-c2nnn(Cc3ccccc3)n2)cc1,.,.,59,.,.,-2%,-1%
Cc1ccc(-c2nc3ncccc3o2)cc1NC(=O)C(C)(C)C,-4%,3%,-15,3%,-20%,-2%,5%
Cc1nn(-c2ccccc2)c(C)c1C(=O)OC(C)C(=O)Nc1ccc(C(N)=O)cc1 (stereo not drawn),-24%,.,3,.,.,1%,-12%
O=C(Nc1ccccc1)Nc1ccc2ccccc2c1,-25%,-2%,?,0%,11%,-2%,-4%
CCOC(=O)c1nc2ccc(C)cc2c2c1C1CC(c3c(Cl)cccc31)N2C(=O)OCc1ccccc1 (stereo not drawn),.,.,-14,.,.,0%,-8%
O=C(N[C@@H](Cc1ccccc1)C(=O)O)c1cccnc1,-10%,5%,14,?,3%,-1%,41%[activator]
O=C(COC(=O)c1cc(-c2cccs2)nn1-c1ccccc1)Nc1cccc([N+](=O)[O-])c1,-11%,1%,?,-8%,2%,-6%,?
O=S(=O)(N[C@@H]1C[C@H]2CC[C@@H]1C2)c1cccs1,-17%,2%,22,-10%,10%,-12%,-4%
C/C(=N\N=c1/scc(C)n1Cc1ccco1)c1cccc([N+](=O)[O-])c1,-30%,5%,24,-6%,-7%,0%,7%[2.32 µM]
CCN(C(=O)COC(=O)CCC1CCCC1)c1c(N)n(Cc2ccccc2)c(=O)[nH]c1=O,0%,.,-19,-11%,-2%,5%,0%
Cc1[nH]c(=O)[nH]c(=O)c1S(=O)(=O)N1CCCCC1,-21%,0%,38,-11%,-1%,-3%,0%
COc1ccc(Nc2nc(OC)nc(N3CCN(c4ccc(OC)cc4)CC3)n2)cc1,-14%,-1%,-37,1%,-23%,0%,-2%
COc1ccc(NC(=O)c2coc(=O)c3ccccc23)cc1OC,.,.,24,5%,1%,4%,.
CC1(C)Oc2ccc3ccc(=O)oc3c2/C(=C/NCCO)C1=O,0%,0%,19,-9%,0%,-14%,-2%
O=C(O)c1nc(Cl)c(Cl)c(N/N=C/c2ccccc2C(F)(F)F)c1Cl,-27%,3%,0,-5%,-16%,-1%,7%
COc1cc(CNCc2ccc(OC)c3ccccc23)cc(OC)c1OC,21%,-8%,?,0%,0%,-2%,?
Cc1ccc(OC(=O)CSc2nnc(CNC(=O)c3ccccc3)o2)cc1,.,.,-8,20%,-1%,4%,.
C[C@@H]1CCC[C@H](C)N1Cc1nc(Cc2ccccc2Cl)no1,-8%,0%,4,-7%,0%,-7%,-15%
COCC(=O)N1CCC(Oc2ccc(C(=O)N3C[C@@H]4CCC[C@H]3C4)cc2)CC1,-1%,-8%,-23,?,2%,-3%,-4%
COC(=O)CC#N,-4%,.,-7,3%,-11%,3%,10%
Cc1noc2ncnc(Nc3ccc(F)cc3)c12,.,.,-8,4%,5%,0%,.
OC(COc1ccc2c(c1)CCC2)CN1CCN(c2ccccc2F)CC1 (stereo not drawn),56%,0%,15,7%,-1%,-5%,-10%
CCOC(=O)c1c(C)[nH]c(C)c1S(=O)(=O)NCCN1CCN(c2cc(Cl)ccc2C)CC1,-3%,1%,-72*,1%,-8%,31%,-1%
COc1ccc2cc(-c3cc(C(=O)OCC(=O)Nc4c(C)n(C)n(-c5ccccc5)c4=O)c4ccccc4n3)ccc2c1,-25%,-12%,-31,-20%,1%,-8%,-4%
CN(C)c1ccc(S(=O)(=O)NCC(=O)N2CCN(c3ccccc3)CC2)cc1[N+](=O)[O-],0%,.,-17,?,-25%,-10%,-7%
Cc1cc(Br)ccc1NC(=O)CN(C)C(=O)CN1C(=O)NC(C)(C2CC2)C1=O (stereo not drawn),-7%,.,-12,-7%,-7%,3%,2%
CCCCOc1ccccc1C1NC(=O)NC(C)=C1C(=O)OCCOCC (stereo not drawn),84%[activator],5%,0,-8%,1%,2%,0%
CCOc1ccc(NC(=O)c2c(C)oc3nc(C)nc(N4CCCC4)c23)cc1,.,.,-38,2%,-2%,13%,.
COc1cccc(-c2ncc3ccccc3c2COC(=O)c2ccco2)c1,-24%,.,-4,3%,-16%,0%,-12%
O=C(CCc1ccccc1)NNC(=O)COc1ccc(Br)cc1,-22%,-4%,-11,0%,0%,-2%,11%
O=C(N/N=C\c1cc(Br)c(Br)o1)C1COc2ccccc2O1 (stereo not drawn),-57%,4%,17,2%,?,-18%,4%
O=c1c2ccccc2n2c(-c3ccc(F)cc3)nnc2n1Cc1ccccc1,-29%,2%,-7,4%,5%,3%,4%[11.6 µM]
Cc1cccc(C(=O)Nc2ccc(N3CCN(S(C)(=O)=O)CC3)cc2)c1,0%,0%,5,-5%,.,4%,0%
O=C1CN(S(=O)(=O)c2ccccc2)CCN1S(=O)(=O)c1ccccc1,-18%,-2%,17,-10%,-9%,6%,-7%[11.6 µM]
CN(C)c1ccc(-n2cccc2/C=C2/SC(=Nc3ccc(F)cc3)NC2=O)cc1,-18%,-1%,-32,1%,2%,0%,-7%
CC(C)(C)c1ccc(C(=O)NCc2ccccc2)cc1,-12%,-4%,51,4%,12%,0%,0%
CC(=O)c1cc(-c2ccccc2)n(CC(=O)Nc2cccc(C)c2C)c1C,-25%,4%,?,-8%,0%,0%,16%
COc1cc(OC)c(C(=O)Nc2ccc3ccccc3c2)cc1OC,102%[activator],-2%,.,-10%,-6%,-17%,-21%
Cc1n[nH]c(C)c1S(=O)(=O)N1CCN(S(=O)(=O)c2ccccc2C#N)CC1,-30%,.,63,3%,-5%,0%,5%
COc1cccc(/C(C)=N/Nc2ncc(Cl)cc2Cl)c1,-17%,2%,-4,?,-10%,-6%,-7%[11.6 µM]
Cc1oc2ncnc(N3CCCCC3)c2c1C(=O)N1CCN(c2cccc(C(F)(F)F)c2)CC1,.,.,-3,4%,7%,-3%,.
Cc1cc(C)c2nc(SCC(=O)NC(=O)c3cccn3C)cc(C)c2c1,-44%,-3%,7,-3%,-14%,4%,-3%
CCOc1ccc(C(C)=O)cc1Cc1c(O)nc(N)[nH]c1=O,-18%,1%,-9,-10%,6%,.,.

# Quoted at random: 5 compounds from above
SMILES,AmpC inh no detg,LmPK inhibitor,HCMV inh,AmpC inh detg,Sm TGR block,TbPYK inhibitor,AMA1 RON2 block
Cc1oc2ncnc(N3CCCCC3)c2c1C(=O)N1CCN(c2cccc(C(F)(F)F)c2)CC1,.,.,-3,4%,7%,-3%,.
COc1cccc(/C(C)=N/Nc2ncc(Cl)cc2Cl)c1,-17%,2%,-4,?,-10%,-6%,-7%[11.6 µM]
O=C1CN(S(=O)(=O)c2ccccc2)CCN1S(=O)(=O)c1ccccc1,-18%,-2%,17,-10%,-9%,6%,-7%[11.6 µM]
CN(C)c1ccc(-n2cccc2/C=C2/SC(=Nc3ccc(F)cc3)NC2=O)cc1,-18%,-1%,-32,1%,2%,0%,-7%
COc1cc(OC)c(C(=O)Nc2ccc3ccccc3c2)cc1OC,102%[activator],-2%,.,-10%,-6%,-17%,-21%

# (continued)
SMILES,AmpC inh no detg,LmPK inhibitor,HCMV inh,AmpC inh detg,Sm TGR block,TbPYK inhibitor,AMA1 RON2 block
O=C(N=Nc1c(O)[nH]c2ccccc12)c1ccccc1NS(=O)(=O)c1cccs1,-35%,-2%,-38,3%,2%,-9%,35%[activator][2.32 µM]
Cc1nn(-c2ccc(N3CCCC3)nn2)c(C)c1CCC(=O)NCc1ccc(F)cc1,.,.,?,17%,1%,3%,.
CC1CCCCN1C(=O)CCNC(=O)Cn1cnc2ccccc2c1=O (stereo not drawn),-4%,7%,-11,-9%,86%[activator],1%,-6%
Cc1cc(N2CCCCC2)nc2c(C)cccc12,-10%,-4%,12,-1%,.,4%,29%
Cc1onc(-c2c(Cl)cccc2Cl)c1C(=O)Nc1ccc(N2CCOCC2)cc1,24%,1%,-6,4%,-12%,-2%,-8%

# Compound activity as filed in PubChem.
